# DRD3 antagonist: D3 dopamine receptor (human) antagonism | P35462 | D3R cells, DiscoveRx beta-arrestin luminescence, antagonist mode; stronger effect = lower value | max response, negative = inhibition, % | 2.5% of 360,000 active; in the data active = max response below about -50%; inconclusive = no clear call, values can overlap the other calls; note: % is set by controls: 0 for no effect and ±100 for the full control effect; mostly tested at two doses, the higher about 12 µM
# Target sequence (P35462 whole entry, looked up): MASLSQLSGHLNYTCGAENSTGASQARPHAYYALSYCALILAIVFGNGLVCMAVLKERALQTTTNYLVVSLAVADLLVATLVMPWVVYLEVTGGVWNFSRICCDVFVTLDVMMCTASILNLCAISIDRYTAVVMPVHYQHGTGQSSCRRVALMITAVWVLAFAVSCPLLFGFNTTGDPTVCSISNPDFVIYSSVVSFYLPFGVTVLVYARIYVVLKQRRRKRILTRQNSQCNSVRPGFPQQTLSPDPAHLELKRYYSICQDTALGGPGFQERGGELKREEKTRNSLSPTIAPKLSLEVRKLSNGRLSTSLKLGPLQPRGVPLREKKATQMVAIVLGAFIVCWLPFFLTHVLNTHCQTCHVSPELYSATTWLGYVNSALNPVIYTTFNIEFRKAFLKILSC
#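 Cells expressing the human receptor were seeded at 1500 cells/well, incubated overnight at 37 degrees C in 5% CO2, then exposed to library compounds with dopamine controls for 90 minutes at 37 degrees C before luminescent detection.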
# TDP-43 yeast inh: rescues yeast growth from TDP-43 toxicity; TDP-43 expressing yeast growth rescue, BacTiter-Glo, 24 h; Potency, µM (top dose mostly 46.1 µM), for inactives: at the highest dose growth rescue (activation), most hits filed as activators; 1.8% of 410,000 active; note: potency is the fitted concentration of half-maximal effect; % of control where 0% means no effect; nearly all actives have a fitted effect of over 50% in size
#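 In this qHTS, compounds that restore growth of yeast expressing TDP-43 appear as activators. Cells (OD600=0.02, galactose medium, raffinose-pregrown) are incubated with compound 24 hr at 30 deg C and growth is quantified by BacTiter-Glo.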
# Abeta yeast res: A-beta toxicity reversal in yeast; yeast expressing A-beta42, growth rescue, OD600, 48 h; response scale: 0% DMSO, 100% iron-clioquinol control; Potency, µM (top dose mostly 46.1 µM), for inactives: at the highest dose growth rescue, actives largely listed as activators; 0.063% of 410,000 active; AID 1347071; note: potency is the fitted concentration of half-maximal effect; nearly all actives have a fitted effect of over 55% in size
#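 Yeast growth medium received pinned compounds, then yeast cells expressing toxic A-beta were added; plates incubated at 30 C for 48 hr. Growth read as absorbance at 600 nm, normalized to DMSO and equimolar FeCl3 plus clioquinol controls.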
# GLP1R inv ag: inverse agonists of human GLP-1 receptor; P43220; HEK293 GLP-1R CRE-luciferase, luminescence, 24 h; GLP-1R form is constitutively active; Potency, µM (titrated, usually from 38.3 µM), inactives show at the highest dose activity change, negative = inhibition, hits mostly inhibitors; 1.6% of 410,000 active; AID 624417; note: potency is the fitted concentration of half-maximal effect; % is set by controls: 0 for no effect and ±100 for the full control effect; nearly all actives have a fitted effect of over 55% in size
#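 HEK293 cells stably co-expressing constitutively active GLP-1R and a cAMP-responsive luciferase reporter were seeded in DMEM with 10% Nu serum, given compounds after 12 h, and incubated 24 h at 37 deg C. Luminescence was then read.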
# PTHR1 agonist: PTHR1 (human) receptor agonism. Q03431. HEK293 GP2 PTHR1 cells, GloSensor cAMP luminescence, 1 h. Potency, µM (doses to about 115 µM), inactives show at the highest dose activation, hits mostly activators. 0.075% of 410,000 active. AID 743266; note: potency is the fitted concentration of half-maximal effect; nearly all actives have a fitted effect of over 55% in size; some results filed as inactive show a strong effect at the top dose; inactives centre near -15; many of its hits are not listed in these tables
# Target sequence (Q03431 whole entry, looked up): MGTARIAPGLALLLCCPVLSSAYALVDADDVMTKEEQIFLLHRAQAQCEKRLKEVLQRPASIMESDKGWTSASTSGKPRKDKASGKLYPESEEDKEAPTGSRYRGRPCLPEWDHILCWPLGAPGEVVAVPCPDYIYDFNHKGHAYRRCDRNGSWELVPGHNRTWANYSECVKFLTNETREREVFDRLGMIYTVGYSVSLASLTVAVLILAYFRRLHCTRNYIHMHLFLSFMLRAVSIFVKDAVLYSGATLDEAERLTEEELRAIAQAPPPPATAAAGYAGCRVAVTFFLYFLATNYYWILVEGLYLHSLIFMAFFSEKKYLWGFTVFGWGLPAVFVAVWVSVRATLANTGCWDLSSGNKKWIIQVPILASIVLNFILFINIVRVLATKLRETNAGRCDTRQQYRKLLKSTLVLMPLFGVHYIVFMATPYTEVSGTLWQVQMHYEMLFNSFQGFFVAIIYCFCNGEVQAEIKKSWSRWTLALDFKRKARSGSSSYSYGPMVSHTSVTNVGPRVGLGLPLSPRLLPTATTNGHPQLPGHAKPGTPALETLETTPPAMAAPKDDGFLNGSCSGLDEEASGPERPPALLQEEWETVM
#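 HEK-293-derived GP2 cells expressing PTHR1 and a GloSensor cAMP reporter, 3,000/well, plated overnight, given luciferin plus IBMX (each 0.5 mM as added) for 1 h at 37 °C, then compound for 1 h at 37 °C. Luminescence was read after 15 min at room temperature.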
# GLP-1R agonist: agonists of human GLP-1 receptor; P43220; HEK293 GLP-1R CRE-luciferase, luminescence, 4-6 h; cells express a hypersensitive GLP-1R form; Potency, µM (series often up to 45.6 µM), without a hit: top-dose activation, actives largely listed as activators; 0.007% of 380,000 active; AID 624172; note: potency is the fitted concentration of half-maximal effect; % of control where 0% means no effect
# FUS yeast rescue: rescues growth of FUS-expressing yeast; S. cerevisiae FUS-expressing, growth rescue, OD600, 24 h; Potency, µM (doses to about 76.6 µM), for the others: at the top dose growth rescue (activation), hits mostly activators; 0.24% of 390,000 active;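 note: potency is the fitted concentration of half-maximal effect; plate controls were DMSO vehicle for no effect and reference control for full effect; nearly all actives have a fitted effect of over 55% in size; some results filed as inactive show a strong effect at the top dose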
#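 Yeast expressing FUS under galactose induction, OD 0.005 in 2% galactose medium; compounds in a dilution series, 24 h at 30C. Growth rescue by absorbance at 600 nm; CP55940 positive control, DMSO negative.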
# pAkt inh: blocks phosphorylation of Akt; Neuro2A IGF-stimulated pAkt S473 HTRF, 20 min; stronger effect = lower value; activity change, % for hits at 50 µM; 0.32% of 360,000 active; in the data active = activity change below about -80%; inconclusive = mostly about -51% to -80%; note: % is set by controls: 0 for no effect and ±100 for the full control effect
#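 Neuro2A cells (4,500/well, DMEM with 0.5% FBS) were treated with compound at a single 50 µM final concentration, stimulated with 6 nM IGF for 20 min at 37 °C, and lysed. Phospho-Akt Ser473 was read by HTRF as 665/615 ratio ×10^4.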
# aSyn rescue: alpha-synuclein toxicity inhibition in yeast | Potency, µM (titrated, usually from 46.1 µM), for inactives: top-dose growth rescue (activation), hits mostly activators | Yeast expressing alpha-synuclein, growth rescue, BacTiter-Glo, 24 h | 0.14% of 370,000 active; note: potency is the fitted concentration of half-maximal effect; % of control where 0% means no effect; nearly all actives have a fitted effect of over 65% in size
#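 Rescue of yeast growth: cells expressing toxic alpha-synuclein, induced in galactose at OD600 0.02, incubated with compound 24 h at 30 C. ATP luminescence quantified growth; inhibitors of toxicity appear as activators.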
# The depositor's hits bear a star; i = inactive; ? = inconclusive; · = no result given; & = joins results of further samples; [ ] = remark or other dose. Unless noted, calls come from the whole dose curve; as a rule, active = well fitted curve in the direction sought with a large enough effect; inconclusive = small, poorly fitted or top-dose-only effect, or another doubt; inactive = no such curve, though single readings can be large; an effect the other way counts as inactive or inconclusive.
# Values run as follows: DRD3 antagonist, TDP-43 yeast inh, Abeta yeast res, GLP1R inv ag, PTHR1 agonist, GLP-1R agonist, FUS yeast rescue, pAkt inh, aSyn rescue
CCOc1ccc(Oc2ccc(C(F)(F)F)cc2N)cc1
    3, 16%, 27%, ?, -42%[inhibitor], 2%, 11%, i, 2%
Cc1cc2nnc(SCc3ccc4c(c3)OCO4)n2c2ccccc12
    0, 0%, -1%, 7%, i, 8%, 13%, i, 5%
O=C(NNC(=O)C1CC(=O)N(c2ccc3c(c2)OCCO3)C1)c1ccc(F)cc1 (configuration not stated)
    -13, -8%, -15%, 11%, i, 7%, 19%, i, -1%
CCCc1nnc(NC(=O)c2cccnc2)s1
    16, 10%, 3%, 18%, i, 1%, -3%, i, 0%
CC1CCCC(NC(=O)c2ccc(F)c(S(=O)(=O)N3CCOCC3)c2)C1C (configuration not stated)
    -5, -22%, 5%, -21%, -95%[inhibitor], 5%, 10%, i, 3%
CCOc1ccc(CN2CCN(Cc3ccc4c(c3)c3ccccc3n4CC)CC2)cc1
    ·, -13%, -48%, 6.3µM*, 9%, ·, 22%, ·, ·
O=C1NC(c2cccc([N+](=O)[O-])c2)Oc2ccccc21 (configuration not stated)
    -9, -5%, -8%, -14%, i, 6%, 19%, i, -1%
Cc1cccc(C)c1NC(=O)C1(C)CSCC(=O)N1Cc1ccco1 (configuration not stated)
    11, 2%, -2%, 6%, -17%, ·, -10%, i, 0%
O=C(O)c1ccc2c(c1)C(=O)N(c1ccc(Cl)cn1)C2=O
    8, 18%, 7%, 3%, -52%[inhibitor], -3%, -21%, i, 1%
O=C(NCCc1cccc(Cl)c1)C1CCC(=O)N(Cc2ccc(Cl)cc2)C1 (configuration not stated)
    -15, -13%, -3%, ?, -9%, 4%, ·, i, 0%
CCOC(=O)c1nnn(-c2nonc2-n2cccc2)c1CN1CCCCC1
    8, -14%, 3%, ?, -9%[57.5 µM], -4%, -11%, i, 1%
CC1CCc2c(sc(NC(=O)c3ccc(Cl)cc3Cl)c2C#N)C1 (configuration not stated)
    ·, 0%, 2%, 11%, -25%, ·, 22%, ·, ·
FC(F)(F)c1nnc2c(Sc3ccccc3)nc3ccccc3n12
    28, 26%, -2%, ?, -15%, -5%, -3%, i, -7%
COC(=O)COc1cccc(NC(=O)c2ccc(C)cc2)c1
    22, ?, 22%, 12%, -30%[inhibitor][57.5 µM], -8%, 20%, i, 0%
COc1ccc(Cl)cc1NC(=O)C1CCN(c2nnc(C)c3c(C)n(-c4ccccc4)nc23)CC1
    ·, 0%, 2%, 6%, i, ·, 18%, ·, ·
CCCOC1CCCN(Cc2cn(C)nc2-c2ccccc2F)C1 (configuration not stated)
    0, -21%, -1%, -1%, -24%, 13%, 16%, i, -4%
COc1ccc(S(=O)(=O)Nc2ccc3c(c2)OCCO3)cc1OC
    11, 3%, 8%, 17%, -14%, -4%, 4%, i, 9%
COc1cc(OC)c2c(-c3cccc(-c4ccc(C(F)(F)F)cc4)c3)cc(=O)oc2c1
    -18, 17%, -3%, ?, -29%, -1%, 16%, i, 0%
CCOc1cc(N2CCOCC2)c(OCC)cc1NC(=O)Cn1cnnn1
    -12, 16%, -9%, 6%, 26%, 2%, 5%, i, -6%
Cc1ccc(S(=O)(=O)N(Cc2ccc([N+](=O)[O-])cc2)C(=O)N2CCN(C)CC2)cc1
    7, -22%, 1%, 8%, i, -14%, 13%, i, 0%
Cc1cc(=O)oc2c(N)c(O)ccc12
    3, 19%, -19%, 27%, i, 13%, -18%, i, -4%
CCCCNC(=S)NCc1ccc2[nH]c3c(c2c1)CCCC3
    -26, 0%, ?, ?, i, -2%, 39%, i, 7%
O=C(N/C(=C\c1ccc(Cl)cc1)C(=O)N1CCCCC1)c1ccco1
    11, 0%, -2%, 10µM*, -16%, 10%, 26%, i, 3%
CC(C)CS(=O)(=O)C1=NSC2=NC(=O)/C(=C\c3ccc(OC(=O)c4ccco4)cc3)C(=N)N21
    0, 6%, 11%, 3%, -11%, -7%, 16%, i, 2%
O=C(CN1C(=O)CC(c2ccco2)Sc2ccccc21)NCC1CCCO1 (configuration not stated)
    18, -23%, -5%, -23%, i, 0%, 27%, i, 4%
COCCNc1ccc(-c2nc(-c3ccncc3)no2)cc1[N+](=O)[O-]
    ·, 22%, -14%, 20%, -14%, ·, -24%, ·, ·
COc1cc(Cl)c(NS(=O)(=O)c2cc3[nH]c(=O)c(=O)[nH]c3cc2C)c(OC)c1
    7, -2%&7%, -8%&-13%, -3%&22%, 17%&-14%, 2%, 3%&5%, i, 2%
CCS(=O)(=O)c1ncc(Cl)c(C(=O)N(Cc2ccccc2)c2ccc(OC)cc2)n1
    ·, 11%, -18%, ?, i, ·, 27%, ·, ·
Cc1ccc(Nc2nnc(SCc3cc(=O)n4ccsc4n3)s2)c(C)c1
    23, 22%, 8%, 0%, -9%[57.5 µM], 33%, 33%, i, -3%
COc1ccc(-c2nnc3ccc(SCC(=O)Nc4nc5ccc(C)cc5s4)nn23)cc1OC
    2, -6%, 4%, 18%, i, 6%, 26%, i, -2%
FC(F)(F)c1ccc(NCCc2ccccc2)nc1
    6, -10%[1.82 µM], 7%, -21%, -8%, 20%, 31%, i, 0%
O=C(N/N=C/c1ccncc1)c1ccc(OCc2ccccc2)cc1
    6, -6%, 3%, -24%, i, -2%, -29%, i, 1%
Cc1c(CCOC(=O)c2ccc(Cl)cc2Cl)sc[n+]1CC(=O)c1ccc(Br)cc1
    -5, 11%, -56%[inhibitor], 10µM*, -38%[inhibitor], 5%, 23%, i, -25%
CCC(=O)c1ccccc1OCCCn1cncn1
    -3, -5%, 11%, 4%, i, -14%, -6%, i, -3%
CCN(CC)C(=O)Cn1cnc2sc(C(=O)Nc3cc(OC)c(OC)c(OC)c3)c(C)c2c1=O
    9, -14%, 15%, 41%[activator], i, 1%, 14%, i, 5%
CCCc1cc(=O)[nH]c(SCc2nc(-c3ccc(OC)cc3)no2)n1
    ·, -10%, -2%, 5%, -18%, ·, 10%, ·, ·
CC(=O)Nc1ccc(S(=O)(=O)n2cnc3ccccc32)cc1
    -20, -12%, -6%, 9%, i, 6%, 24%, i, -7%
Cc1cc(NC(=O)c2noc3c2CCCCC3)no1
    13, -6%, -3%, 3%, 21%[57.5 µM], -1%, 29%, i, -14%
CCOc1cc(/C=N/NC(=O)CSc2nncn2C)ccc1OCc1cccc(C)c1
    52, ?, 9%, -1%, i, 16%, ·, i, 11%
Cc1ccc(C2C3=C(NCCN=C3c3ccccc3)C(=O)N2c2ccccc2)cc1 (configuration not stated)
    4, 6%, 1%, ?, -5%[57.5 µM], -1%, 0%, i, 8%
COc1ccc(CN2CC(C(=O)NCCc3ccccc3)CC2=O)cc1 (configuration not stated)
    -7, 0%, 16%, 2%, i, -13%, 19%, i, 6%
Cc1ccc(C(=O)N/N=C/c2ccc(-c3ccc(Br)cc3[N+](=O)[O-])o2)o1
    ?, 18%, 17%, -1%, -28%, 6%, ?, i, 1%
O=C(/C=C/c1ccco1)NC(=S)Nc1nc(-c2ccc(Cl)cc2)cs1
    -28, -23%, 2%, 19%, -9%, 5%, 3%, i, 2%
CCc1ccccc1NC(=O)Nc1ccc2c(c1)OCO2
    -11, 20%, 4%, 4%, -2%, 7%, -8%, i, -2%
COc1ccc(CNC(=O)COC(=O)Cc2ccc(Cl)cc2Cl)cc1
    -80*, 7%, -1%, -21%, ?, 3%, -55%, i, 15%
CCOc1ccccc1N(CC(=O)Nc1ccccc1)S(=O)(=O)c1ccccc1
    -10, 0%, 4%, ?, i, -3%, 9%, i, -5%
COc1ccc(-c2cc(C(F)(F)F)c(C#N)c(SCC(=O)Nc3ccc(C)cc3)n2)cc1
    -1, 8%, -2%, 17%, i, -7%, 2%, i, 3%
Cc1ccccc1-c1nc2sc(C)c(C)c2c(=O)o1
    6, 6%, -9%, 16%, -38%[inhibitor], -5%, -30%, i, -9%
CC(C)NC(=O)N(C)C[C@H]1OCc2cnnn2CCCC(=O)N([C@H](C)CO)C[C@@H]1C
    5, 0%, 10%, 2%, -23%, -1%, -4%, i, 7%
O=C(N/N=C\c1ccncc1)c1ccc(Br)s1
    -4, 1%, -13%, 85%[activator], i, 13%, -4%, i, -1%
Cc1ccc(C)c(NC(=O)COC(=O)c2cc(=O)c3ccccc3o2)c1
    1, -5%, -3%, 15%, i, 1%, -1%, i, -2%
COc1ccc(CCNC(=O)c2cnn(-c3cccc(C)c3)c2C2CCN(C(=O)OC(C)(C)C)CC2)cc1OC
    ·, -3%, -15%, 3%, i, ·, ?, ·, ·
Nc1ccc(C2(c3ccc(N)cc3)OC(=O)c3ccccc32)cc1
    12, 6%, 11%, 13%, i, -3%, 6%, i, 0%
Cc1ccc(S(=O)(=O)N2CCN(C(=O)CCn3nc(C)c(C)c3C)CC2)cc1
    -5, 0%, -8%, 10%, i, 12%, -24%, i, 2%
Cc1cccc(NC(=O)c2ccc(COc3ccc(Cl)cc3Cl)o2)n1
    66, 18µM*, -14%, ?, i, 8%, ?, -128%*, -5%

# Two successive compounds out of the list so far:
# Values run as follows: DRD3 antagonist, TDP-43 yeast inh, Abeta yeast res, GLP1R inv ag, PTHR1 agonist, GLP-1R agonist, FUS yeast rescue, pAkt inh, aSyn rescue
Cc1ccc(C)c(NC(=O)COC(=O)c2cc(=O)c3ccccc3o2)c1
    1, -5%, -3%, 15%, i, 1%, -1%, i, -2%
COc1ccc(CCNC(=O)c2cnn(-c3cccc(C)c3)c2C2CCN(C(=O)OC(C)(C)C)CC2)cc1OC
    ·, -3%, -15%, 3%, i, ·, ?, ·, ·

# Source: PubChem BioAssay

# Some of the compounds tested; rates above refer to the full screens.
